CHO-K1 Ca antag: nonselective inhibitor or artifact in parental CHO-K1 cells; AID 602250; ATP-induced calcium, Fluo-8 fluorescence; inhibition, % at 3 µM; actives 0.6% (n = 360,000);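 active means inhibition above a per-plate cutoff, the plate's mean sample inhibition plus 3 SD, cut at about 24% in these data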;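 further: 0% = DMSO plus EC80 ATP and 100% = DMSO alone without ATP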
V1R ag counter: counter-screen for oxytocin receptor agonists: human V1a receptor agonists | AID 2797 | CHO-V1R cells, Fluo-8 calcium fluorescence, agonist mode; 0% DMSO, 100% 3 nM vasopressin | actives 0.25% (n = 320,000) | activation, % at 3 µM | P37288;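 active means activation above the mean activation of all tested compounds plus 3 SD, per screening run, cut at about 20% in these data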;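 further: signal is peak over basal fluorescence ratio across a 100 second FLIPR read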
TAAR1 antagonist: antagonists of human TAAR1; Q96RJ0; actives 1.5% (n = 360,000); inhibition, % at 3 µM; CHO RD-HGA16 TAAR1, Fluo-8 calcium fluorescence, antagonist;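 active means inhibition above a per-plate cutoff, the mean inhibition of test compounds on that plate plus 3 SD, cut at about 49% in these data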;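 further: 0% = DMSO plus EC80 beta-PEA response and 100% = DMSO alone without agonist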
Target sequence (Q96RJ0 whole entry, looked up): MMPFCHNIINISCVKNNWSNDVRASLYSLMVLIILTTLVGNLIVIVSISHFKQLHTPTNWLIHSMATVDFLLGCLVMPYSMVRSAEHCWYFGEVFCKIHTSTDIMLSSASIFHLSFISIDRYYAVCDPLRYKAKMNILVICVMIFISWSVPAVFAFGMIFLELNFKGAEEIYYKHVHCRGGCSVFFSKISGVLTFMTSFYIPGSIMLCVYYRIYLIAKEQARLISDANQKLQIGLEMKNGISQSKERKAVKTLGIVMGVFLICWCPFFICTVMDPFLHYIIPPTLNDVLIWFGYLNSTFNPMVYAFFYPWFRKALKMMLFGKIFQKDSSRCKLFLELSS
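Test system – hTAAR1-expressing CHO RD-HGA16 cells, Gα16-coupled · Also added – β-PEA at EC80 concentration, post-compound challenge · Compound – 3 µM, single point · Incubation – dye loading 75 min at 37 °C, then 30 min room temperature · Measured by – Fluo-8 intracellular calcium dye fluorescence, real-time kinetic reads · Benchmarks – vehicle and agonist controls · Replicates – singlicate, one well per test compound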
GPR7 antag: blocks human GPR7 receptor signaling; GPR7-expressing cells, fluorescence antagonist assay; inhibition, % at 4.4 µM; actives 1.1% (n = 290,000); AID 1861; in the data active means inhibition above about 16%, passing the limit was not always enough;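 further: cells stimulated with the agonist NPW; 0% = agonist with vehicle and 100% = vehicle without agonist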
Target sequence (P48145 whole entry, looked up): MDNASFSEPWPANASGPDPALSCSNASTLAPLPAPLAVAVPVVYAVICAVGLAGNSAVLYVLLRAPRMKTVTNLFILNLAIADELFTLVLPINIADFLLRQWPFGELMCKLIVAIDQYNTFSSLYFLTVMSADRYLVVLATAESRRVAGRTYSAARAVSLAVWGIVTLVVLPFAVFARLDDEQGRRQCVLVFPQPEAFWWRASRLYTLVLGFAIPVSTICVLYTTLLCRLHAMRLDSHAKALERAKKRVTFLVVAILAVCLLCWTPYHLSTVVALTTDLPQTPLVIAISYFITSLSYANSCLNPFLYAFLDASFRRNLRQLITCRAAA
M1 ag parental: M1 agonist counterscreen hit in parental CHO-K1 cells. Fluo-8 calcium fluorescence; scaled to maximal ATP response, vehicle zero. activation, % at 3 µM. actives 0.48% (n = 360,000). AID 602248; in the data active means activation above about 15%;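 further: untransfected CHO-K1 host cells lacking M1 receptor as counterscreen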
OXTR potentiate: human OXTR potentiation; P30559; CHO-OTR cells, Fluo-8 calcium fluorescence, potentiator mode; 0% = oxytocin EC15, 100% = EC100; activation, % at 3 µM; actives 0.061% (n = 320,000);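 active means activation above that plate's cutoff, the mean activation of tested compounds plus 3 SD, cut at about 6.6% in these data, passing the limit was not always enough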;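 further: 100% uses oxytocin at 75 nM as the full agonist control; some results filed as inactive read as strong as hits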
Target sequence (P30559 whole entry, looked up): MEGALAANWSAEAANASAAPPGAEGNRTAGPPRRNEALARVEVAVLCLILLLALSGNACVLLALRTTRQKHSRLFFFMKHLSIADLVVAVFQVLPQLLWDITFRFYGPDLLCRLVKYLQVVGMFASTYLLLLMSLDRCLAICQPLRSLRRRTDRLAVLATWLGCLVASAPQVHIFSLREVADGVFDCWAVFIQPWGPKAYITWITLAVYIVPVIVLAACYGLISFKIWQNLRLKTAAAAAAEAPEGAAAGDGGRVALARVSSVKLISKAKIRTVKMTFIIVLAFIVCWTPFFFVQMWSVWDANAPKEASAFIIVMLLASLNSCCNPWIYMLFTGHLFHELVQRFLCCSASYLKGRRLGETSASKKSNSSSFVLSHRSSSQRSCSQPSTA
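Material: CHO-OTR cells, human receptor; compound dosing: single dose, 3.0 µM nominal final compound concentration; schedule: 6 min compound pre-incubation at room temperature, 100 s kinetic read; measured by: kinetic Fluo-8 calcium fluorescence; read-out basis: % activation vs EC15 and EC100 oxytocin; controls: EC15 oxytocin alone as 0%, 75 nM oxytocin as 100%; replicates: singlicate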
CHO-K1 Ca PAM: counter-screen for M1 PAMs: effect in parental CHO-K1 cells. ATP EC20, Fluo-8 calcium fluorescence; 0% at ATP EC20, 100% at ATP max. activation, % at 3 µM. actives 0.02% (n = 360,000). AID 602247;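 active means activation above the run cutoff, the mean activation of all test compounds plus 3 SD, cut at about 40% in these data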;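 further: peak over basal fluorescence ratio in a 140 s read after ATP addition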
OXTR ag: human OXTR agonism | P30559 | CHO-OTR cells, Fluo-8 calcium fluorescence; normalized: DMSO 0%, oxytocin 100% | activation, % at 3 µM | actives 0.32% (n = 320,000);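 active means activation above the mean of all tested compounds plus 3 SD, cutoff set per screening run, cut at about 20% in these data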;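 further: peak over basal fluorescence ratio from a 100 s FLIPR kinetic read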
CHO parental Ca: signal in parental CHO cells, OX1R antagonist counter-screen; parental CHO-K1, ATP-induced calcium, Fluo-8 fluorescence; inhibition, % at 5.6 µM; actives 0.63% (n = 330,000); AID 463079;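 active means inhibition above that plate's mean sample inhibition plus 3 SD, cut at about 26% in these data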;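 further: 0% = ATP-challenged DMSO wells and 100% = DMSO wells without ATP; some compounds past the cut are filed as inactive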
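Test system: untransfected parental CHO cell line; also added: ATP stimulus; dosing: 5.6 µM, single dose; signal: calcium-sensitive Fluo-8 fluorescence; measure: percent inhibition of ATP-evoked calcium rise, normalized to controls; benchmarks: low control ATP plus DMSO, high control DMSO only; replication: one well per compound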
An asterisk follows results filed as active; x = not tested or not shown.

SMILES	CHO-K1 Ca antag	V1R ag counter	TAAR1 antagonist	GPR7 antag	M1 ag parental	OXTR potentiate	CHO-K1 Ca PAM	OXTR ag	CHO parental Ca
O=C(CCC(=O)N1C[C@H]2C[C@@H](C1)c1cccc(=O)n1C2)NCc1cccc(C(F)(F)F)c1	3.4	0.3	-26.0	-0.1	0.1	-4.2	-0.7	0.4	-10.4
CCOC(=O)Cn1cc(C(=O)c2ccccc2F)c2ccccc21	-8.6	-1.4	4.6	-11.8	-0.6	-0.6	1.4	-1.8	-16.1
O=C(CCN1CCCCC1)Nc1ccc(Br)cc1C(=O)c1ccccc1	0.3	1.1	13.5	0.9	2.9	-3.0	9.5	-0.5	-15.0
COC(=O)C1=C(c2ccccc2OCc2ccccc2)C[C@@H]2CC[C@H]1N2C	-4.6	x	-17.2	x	1.1	x	-4.0	x	x
COc1ccc(NC(=O)c2cn(CCC#N)nc2-c2ccc([N+](=O)[O-])cc2)cc1	-7.9	-0.9	1.4	2.9	0.3	-10.8	17.4	0.7	-8.6
C=CCC1(CN2CCCCCC2=O)C(=O)NC(=O)NC1=O	-8.7	0.3	4.1	4.4	0.0	-5.5	-0.8	0.2	-8.2
CC1(C)C2([N+](=O)[O-])CN3CN(C2)CC1([N+](=O)[O-])C3	4.4	1.6	15.7	12.9	0.3	-12.4	-10.5	0.1	1.4
COc1ccc(C)cc1NC(=O)N1CCC2(CC1)OCCO2	-6.8	1.1	-2.9	-14.3	0.3	1.6	22.0	0.8	-4.6
CC(C)C[C@@H]1NC(=O)[C@H](Cc2ccccc2)N(C)C(=O)[C@H](C)NC(=O)c2ccccc2NC(=O)[C@H](Cc2ccc(O)cc2)N(C)C1=O	6.4	2.6	70.0*	x	5.6	-3.4	11.1	3.5	-15.1
O=C(Cc1ccccc1)N1CCN(Cc2cccc(Cl)c2)CC1	-0.3	-0.7	0.1	4.4	0.3	-7.4	-8.2	2.5	-8.1
O=C(Nc1cccc(Br)c1)c1c(O)c2c(n(Cc3ccccc3)c1=O)CCCC2	10.6	0.3	-19.5	-16.4	-0.6	-2.6	-14.9	0.3	-17.4
N=c1sccn1Cc1ccccc1F	-21.9	x	-1.3	-10.2	0.3	x	-7.1	x	x
COc1ccc(NS(=O)(=O)c2ccc(OCC(=O)N3CCN(C)CC3)cc2)cc1Cl	-9.8	1.4	-23.1	5.8	2.1	3.6	7.8	0.3	-12.0
CC(=Nc1ccccc1N)c1c(O)n(C)c(=O)n(C)c1=O	-3.5	0.2	-17.4	-11.8	0.1	-6.0	1.7	-0.6	-1.3
CCC(=NCc1ccco1)c1c(O)n(Cc2ccccc2)c(=O)[nH]c1=O	5.8	0.2	10.7	2.8	0.7	0.8	0.8	-0.3	-14.0
CCN1CCN(C(=O)COc2ccc(S(=O)(=O)NC(C)C)cc2)CC1	-13.0	0.5	-6.1	-13.2	0.4	6.0	11.8	0.4	-6.5
CC(C)OP(=O)(OC(C)C)C(NCc1ccccc1)c1ccccc1 (centres undefined)	-3.9	-0.3	-21.4	6.8	0.0	2.1	-4.4	-0.9	2.7
C=CCn1c(=O)c(C=Nc2c(OC)cccc2[N+](=O)[O-])c(O)n(CCCC)c1=O	-6.8	-0.5	20.6	-5.1	1.7	-5.9	19.9	-0.9	-7.4
COC(=O)C1=C(c2ccccc2)C[C@@H]2CC[C@H]1N2C(=O)NCc1ccc(C(F)(F)F)cc1	-8.1	-0.1	-13.9	x	0.7	-8.0	9.6	-0.9	-21.9
CCn1c(O)c(/C=N/NC(=O)c2ccccc2)c(=O)n(CC)c1=S	11.9	3.5	-22.9	-0.5	-0.4	-3.6	-23.2	1.4	-2.8
COC(=O)C1=COC(C)C2CN3CCC4(C(=O)Nc5ccccc54)C3CC12 (centres undefined)	4.3	0.1	-18.4	x	1.0	1.4	12.5	-0.6	-19.5
CCOP(=S)(OCC)SCSP(=S)(OCC)OCC	-9.9	x	8.9	x	-0.7	x	-11.3	x	x
O=C(Cc1ccccc1)N1CCN(Cc2cccnc2)CC1	10.3	0.6	1.9	5.5	-0.1	-13.3	-5.1	0.2	-9.3
C=CCN1CCC2(C)c3cc(O)ccc3CC1C2C (centres undefined)	16.0	0.2	0.2	x	0.6	-0.1	-4.5	0.2	-7.7
COC(=O)C1C2c3ccccc3OC1(C)N=c1s/c(=C/c3cn(C)nc3C)c(=O)n12 (centres undefined)	7.3	1.7	1.1	6.4	2.5	-9.3	1.6	4.4	-7.4
O=C(CN1CC=C(c2ccccc2)CC1)Nc1c(Cl)cccc1Cl	-9.2	2.3	0.5	3.3	0.7	-5.0	3.8	0.7	-12.8
CC(=O)N1N=C2C3CCN(CC3)C2C1c1ccc(Br)cc1 (centres undefined)	-6.6	-1.2	-19.8	-17.2	-0.6	-19.6	-5.1	0.0	-4.5
O=[N+]([O-])c1ccc2c(c1)C(c1ccccc1)=NCCN2	-13.0	1.2	-3.0	2.3	1.1	-0.8	-4.5	0.1	-2.7
N#CCCn1cc(C(=O)Nc2ccccc2Br)c(-c2ccc3c(c2)OCCO3)n1	2.2	0.6	-16.5	-4.6	0.5	-2.8	-10.1	-1.0	-5.3
Cc1ccc(N(C)C(=O)Oc2ccc(C(=O)c3ccc(Cl)cc3)cc2)cc1	-9.6	-0.3	3.1	-10.5	0.4	-0.7	23.9	-0.9	3.6

Reformatted as labelled records: entries from further up.
N#CCCn1cc(C(=O)Nc2ccccc2Br)c(-c2ccc3c(c2)OCCO3)n1
- CHO-K1 Ca antag: 2.2
- V1R ag counter: 0.6
- TAAR1 antagonist: -16.5
- GPR7 antag: -4.6
- M1 ag parental: 0.5
- OXTR potentiate: -2.8
- CHO-K1 Ca PAM: -10.1
- OXTR ag: -1.0
- CHO parental Ca: -5.3

O=C(CN1CC=C(c2ccccc2)CC1)Nc1c(Cl)cccc1Cl
- CHO-K1 Ca antag: -9.2
- V1R ag counter: 2.3
- TAAR1 antagonist: 0.5
- GPR7 antag: 3.3
- M1 ag parental: 0.7
- OXTR potentiate: -5.0
- CHO-K1 Ca PAM: 3.8
- OXTR ag: 0.7
- CHO parental Ca: -12.8

(further entries)
SMILES	CHO-K1 Ca antag	V1R ag counter	TAAR1 antagonist	GPR7 antag	M1 ag parental	OXTR potentiate	CHO-K1 Ca PAM	OXTR ag	CHO parental Ca
CCOC(=O)CNC(=O)N1Cc2ccccc2-n2nncc2C1	-5.7	x	-1.7	x	0.2	x	10.2	x	x
Clc1cccc(N2CCNCC2)c1	26.4*	0.5	-7.3	x	0.0	-13.0	-7.8	1.3	-8.9
O=C(Nc1ccccc1F)OC1CN2CCC1CC2 (centres undefined)	-2.8	1.1	-18.0	-6.5	0.4	-0.9	15.9	0.7	-9.7
COc1ccc(OC)c(-n2c(O)c(C=NCc3ccc4c(c3)OCO4)c(=O)[nH]c2=O)c1	-3.1	-1.4	-9.9	-1.4	1.1	-0.6	11.4	-0.1	7.2
CC(C)CN1CCN(Cc2ccc(F)cc2Cl)CC1CCO (centres undefined)	-7.3	-0.7	-8.0	-9.2	-0.1	-1.3	16.9	-0.1	-2.1
O=C1NC(=O)N(CCC2=CCCCC2)C(=O)/C1=C/c1cccs1	-6.7	1.8	5.3	-5.2	0.8	-3.5	15.7	-0.4	-3.9
CC(=O)O[C@H]1[C@H]2O[C@]23[C@@H]2CC[C@]4(O)C[C@@H](O)CC[C@]4(C)C2CC[C@]3(C)[C@H]1c1ccc(=O)oc1 (some centres undefined)	-2.1	-0.2	x	x	0.1	-0.3	2.2	0.5	-8.4
Cc1c(N)c(C)c([N+](=O)[O-])c(C)c1[N+](=O)[O-]	-11.1	-0.6	6.0	-4.6	-0.9	-4.2	8.4	-1.9	-12.8
CCOC(=O)[C@]12Cc3cc4c(cc3[C@H]1N(Cc1ccccc1)C(=O)c1ccccc12)OCO4	7.0	x	1.2	x	-1.0	x	-14.5	x	x
Cc1cc(NC(=O)C(Cl)(Cl)Cl)no1	-13.8	0.7	3.4	3.5	3.1	1.8	9.4	-1.5	-9.4

Continued; the last two above are carried over.
SMILES	CHO-K1 Ca antag	V1R ag counter	TAAR1 antagonist	GPR7 antag	M1 ag parental	OXTR potentiate	CHO-K1 Ca PAM	OXTR ag	CHO parental Ca
CCOC(=O)[C@]12Cc3cc4c(cc3[C@H]1N(Cc1ccccc1)C(=O)c1ccccc12)OCO4	7.0	x	1.2	x	-1.0	x	-14.5	x	x
Cc1cc(NC(=O)C(Cl)(Cl)Cl)no1	-13.8	0.7	3.4	3.5	3.1	1.8	9.4	-1.5	-9.4
CCC12CN3CCN(CC(C3)/C1=N/NC(N)=O)C2	7.1	-0.2	-7.0	-14.2	0.3	-16.8	4.3	0.0	-10.6
O=[N+]([O-])c1ccc(NCCCN2CCOCC2)c2ncccc12	-7.5	-0.8	6.0	-8.3	0.3	-11.2	17.9	-0.2	-1.6
COCCNC(=O)c1c(N)n(Cc2ccco2)c2nc3ccccc3nc12	-0.6	0.8	12.2	-0.9	0.7	-9.0	8.5	5.4	-7.3
CN1CCN(Cc2c(F)cccc2Cl)CC1	-7.9	x	4.0	-6.5	0.2	x	14.0	x	x
COc1ccccc1N1C(=O)NC(=O)/C(=C/c2ccc3c(c2)Cc2ccccc2-3)C1=O	15.3	-0.7	-4.8	6.7	1.4	-3.0	-6.7	-2.6	5.6
CCN1CC=C(c2c[nH]c3ccccc23)CC1	-5.8	0.1	0.2	-2.1	0.1	0.3	10.7	0.5	-11.4
O=C(Cn1ncc2ccsc2c1=O)N1CCC2(CC1)OCCO2	1.5	0.0	x	-9.3	-0.1	0.3	-1.8	-1.2	6.5
CC1(O)C[C@]2(C)N(O)C3CCCC[C@@H]3N2O1 (some centres undefined)	-2.1	-0.3	-2.1	1.9	0.1	-0.7	14.4	-0.1	-6.3
Cc1cc(N(CCCl)CCCl)ccc1C=NNC(=O)c1cccnc1	12.1	x	31.4	x	-0.5	x	-26.0	x	x
O=C1NC(=O)N(c2ccc(Cl)cc2)C(=O)/C1=C/c1coc2ccc(O)cc2c1=O	1.8	0.3	-11.0	1.4	0.6	-16.6	8.4	-0.1	11.5
CCOC(=O)c1c(N)n(Cc2ccccc2)c2nc3ccccc3nc12	1.5	1.4	-22.1	10.2	1.5	-10.5	-0.4	2.0	13.8
CCCn1ncc(C(=O)O)c1C	7.8	-0.2	11.6	-2.4	0.3	-2.5	2.3	0.0	-7.3
O=P(O)(O)C12CC3CC(CC(C3)C1)C2	-18.4	-0.1	-28.9	5.5	0.2	-3.3	4.1	-0.4	-3.4
CCOC(=O)c1c(C)c(C(=O)N2CCC3(CC2)OCCO3)c(C)n1CC	10.9	0.0	15.8	12.9	-0.2	-3.5	-1.5	1.1	-3.3

A portion of the library; count on the stated rates, not on these rows.
